Screening results deposited in PubChem by several laboratories.
PKA-R2B act = activators of PKA-R2B holoenzyme, primary screen, biochemical, fluorescence polarization, Cy5-IP20, human | PKA-R2B holoenzyme dissociation; R2B truncated from residue 108, S112A mutant; 0% DMSO only, 100% 113 µM cGMP | activation, % at 11.4 µM | cAMP-dependent protein kinase catalytic subunit beta (Homo sapiens) + cAMP-dependent … | actives 0.079% (n = 340,000);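 active = activation above a cutoff set at the mean over all compounds plus 3 SD, cut at about 18% in these data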;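 also: higher means more holoenzyme dissociation and a rise in polarization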
LANA DNA inh = inhibitors of KSHV C-LANA binding to DNA, primary screen, biochemical, fluorescence polarization, FAM-LBS DNA, MBP-C-LANA, single point | Kaposi's sarcoma herpesvirus LANA C-terminal domain (residues 932-1162) DNA binding | inhibition, % at 9 µM | actives 0.078% (n = 340,000) | AID 504423, 2011;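 active = highest replicate inhibition at or above 60% at 9 µM, even if other replicates fall short; inactive = all replicates below 60% inhibition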;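 also: 0% = neutral control wells and 100% = 4 µM acridine orange control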
CAL PDZ FP-1 = CAL PDZ peptide-binding inhibitors, primary screen, biochemical, fluorescence polarization, Cer-tagged CAL PDZ, HTS. inhibition, % at 20 µM. actives 0.02% (n = 330,000). AID 504414, 2011. Golgi-associated PDZ and coiled-coil motif-containing protein (Homo sapiens), Q9HD26. purified CAL PDZ, TMR-peptide fluorescence polarization, 1 h;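 active = highest replicate inhibition of at least 40%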;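 also: plate controls were DMSO neutral control wells for no effect and unlabeled competitor peptide control wells for full effect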
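Read-out basis: mP drop reported as inhibition | Assay system: Tagged CAL PDZ protein CerCALP, purified | Benchmarks: Unlabelled peptide for full inhibition, DMSO wells as neutral | Schedule: 1 h incubation at room temperature before polarization reading | Buffer or medium: Sodium phosphate/NaCl buffer pH 7.4 with TCEP, IgG, Thesit | Doses: Single point, 20 µM | Measured by: Fluorescence polarization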
RTF Ca sens act = cardiac RTF calcium sensitivity activators, primary screen, biochemical, IANBD-TnC fluorescence, EC20 calcium; IANBD-labeled TnC RTF fluorescence at EC20 calcium; 0% EC20 calcium, 100% full calcium; activation, % at 7.2 µM; actives 0.24% (n = 340,000);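 active = activation above the mean over all tested compounds plus 3 SD, cut at about 30% in these data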;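 also: rise in fluorescence read as greater calcium sensitivity of cardiac thin filaments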
DAGLB inh = DAGLB lipase inhibitors, primary screen, biochemical, fluorescence, HTS. AID 504411, 2011. Diacylglycerol lipase-beta (Homo sapiens), Q8NCG7. inhibition, % at 5.17 µM. actives 0.059% (n = 340,000). HEK293T DAGLB membrane lysate, EnzChek fluorogenic substrate; in the data active = inhibition above about 34%;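 also: 0% = enzyme with vehicle and 100% = wells lacking enzyme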
Target sequence (Q8NCG7 whole entry, looked up): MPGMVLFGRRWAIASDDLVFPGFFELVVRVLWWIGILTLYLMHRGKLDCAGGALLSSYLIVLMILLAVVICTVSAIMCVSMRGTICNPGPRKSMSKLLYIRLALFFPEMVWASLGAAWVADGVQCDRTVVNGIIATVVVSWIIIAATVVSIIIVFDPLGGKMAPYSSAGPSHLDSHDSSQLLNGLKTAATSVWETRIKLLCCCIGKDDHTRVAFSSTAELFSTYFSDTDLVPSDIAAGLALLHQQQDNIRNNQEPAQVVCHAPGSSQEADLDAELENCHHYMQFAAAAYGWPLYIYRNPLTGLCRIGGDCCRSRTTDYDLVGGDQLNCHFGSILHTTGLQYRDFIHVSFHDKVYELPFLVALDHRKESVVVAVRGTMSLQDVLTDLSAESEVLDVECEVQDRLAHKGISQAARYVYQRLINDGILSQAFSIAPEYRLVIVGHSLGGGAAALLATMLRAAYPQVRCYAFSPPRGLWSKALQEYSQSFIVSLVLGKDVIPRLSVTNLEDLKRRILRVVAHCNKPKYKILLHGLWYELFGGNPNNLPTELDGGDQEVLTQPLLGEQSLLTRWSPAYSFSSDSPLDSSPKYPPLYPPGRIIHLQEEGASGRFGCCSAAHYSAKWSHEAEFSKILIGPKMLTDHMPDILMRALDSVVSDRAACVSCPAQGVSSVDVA
RTF Ca sens inh = cardiac RTF calcium sensitivity inhibitors, primary screen, biochemical, IANBD-TnC fluorescence, EC70 calcium | Troponin I, cardiac muscle (Homo sapiens) + Troponin T, cardiac muscle (Homo sapiens) + … | inhibition, % at 7.15 µM | IANBD-labeled cardiac RTF, Ca2+ fluorescence | actives 0.12% (n = 340,000);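 active = inhibition above the mean inhibition of all tested compounds plus 3 SD, cut at about 17% in these data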;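 also: assay run at fixed EC70 calcium of 1.6 mM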
Keap1 Nrf2 FP = Keap1-Nrf2 protein-protein interaction inhibitors, primary screen, biochemical, fluorescence polarization, single point. inhibition, % at 9.4 µM. Keap1 Kelch-Nrf2 peptide fluorescence polarization, 1536-well. actives 0.15% (n = 340,000). AID 504523, 2011. Kelch-like ECH-associated protein 1 (Homo sapiens), Q14145; in the data active = inhibition above about 12%;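 also: human Keap1 Kelch domain with fluorescein labeled Nrf2 9mer peptide probe; 0% = neutral control wells and 100% = peptide positive control; higher means more block of Keap1 binding to Nrf2 peptide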
Rtt109 Vps75 = inhibitors of C. albicans Rtt109/Vps75 HAT, primary screen, biochemical, ThioGlo CoA-SH fluorescence, plate reader; inhibition, % at 34.9 µM; actives 0.16% (n = 330,000); purified Rtt109/Vps75, 4 h; AID 540336, 2011; Histone acetyltransferase RTT109 (Candida albicans (strain SC5314 / ATCC MYA-2876)), …;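 active = inhibition of at least 50% in every replicate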
Target sequence (Q5AAJ8 whole entry, looked up): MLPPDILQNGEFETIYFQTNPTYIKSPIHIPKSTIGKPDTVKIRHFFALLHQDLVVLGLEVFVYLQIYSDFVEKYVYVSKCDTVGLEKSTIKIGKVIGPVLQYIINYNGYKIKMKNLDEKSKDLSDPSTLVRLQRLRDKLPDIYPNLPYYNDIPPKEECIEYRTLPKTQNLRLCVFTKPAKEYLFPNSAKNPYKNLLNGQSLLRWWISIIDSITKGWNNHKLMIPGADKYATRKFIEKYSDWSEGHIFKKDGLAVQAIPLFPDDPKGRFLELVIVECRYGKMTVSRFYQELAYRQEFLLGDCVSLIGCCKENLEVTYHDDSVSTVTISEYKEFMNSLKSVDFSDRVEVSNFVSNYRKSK
SR-BI uptake up = activators of SR-BI mediated DiI-HDL uptake, primary screen, ldlA[mSR-BI] CHO cells, DiI fluorescence | actives 0.096% (n = 320,000) | activation, % at 12.5 µM | AID 504775, 2011 | 3 h; 100 = double the neutral-control signal;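 active = mean replicate activation of at least 60% and every replicate at or above 60%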;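 also: 0% = median plate neutral-control signal and 100% = twice that signal; values of inactives mirror those of a sister screen read the other way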
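Material: SR-BI-overexpressing, LDLR-lacking CHO cells; schedule: compound exposure 3 h, 37 °C; reagent: DiI-labelled HDL at 10 µg/mL final; technique: bottom-read fluorescence, 550/595 nm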
CAL PDZ FP-2 = untagged CAL PDZ binding inhibitors, primary screen, biochemical, fluorescence polarization, HTS; actives 0.92% (n = 300,000); inhibition, % at 24.9 µM; purified CAL PDZ, TMR-peptide fluorescence polarization, 1 h; AID 602252, 2012;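 active = mean inhibition of at least 30% with at least half of replicates also reaching 30%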;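 also: 0% = DMSO neutral control and 100% = excess unlabeled competitor peptide PRC23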
* = called active by the depositor; · = not tested or not shown.

no.	molecule	PKA-R2B act	CAL PDZ FP-2	RTF Ca sens act	LANA DNA inh	RTF Ca sens inh	Keap1 Nrf2 FP	DAGLB inh	CAL PDZ FP-1	SR-BI uptake up	Rtt109 Vps75
1	O=C(Nc1ccc(N2CCN(C(=O)c3ccccc3)CC2)c(Cl)c1)c1cccnc1	3	-1	-4	-1.7	-10	2	0	-0.4	-44	6
2	CCc1ccc(NC(=O)Cn2nnc(C(=O)NCc3cccs3)c2N)cc1	-13	0	-4	-0.9	-2	-2	3	-1.8	44	-4
3	COc1ccc(CN(Cc2cccn2C)S(=O)(=O)c2ccccc2)cc1	11	-6	17	-0.5	3	-6	-7	-0.6	-47	-1
4	COC(=O)C(C)NS(=O)(=O)c1ccc(NC(C)=O)cc1 (stereo unspecified)	-7	-3	4	-0.6	-8	0	0	-2.6	-1	·
5	COc1ccc(/C=C/c2nnc(NC(=O)COc3ccc(C)cc3)s2)cc1	-9	1	7	-1.5	2	-2	2	-0.8	7	1
6	CN(C)c1nc(N)ncc1-c1ccc(Oc2ccccc2)cc1	1	-1	-4	-0.6	-3	4	-4	-1.3	-36	-7
7	CC(C)(C)OC(=O)NCCCC(CCCNC(=O)OC(C)(C)C)C(=O)O	6	-2	4	-1.1	-4	-11	-1	0.6	9	-1
8	C=CCn1c(SCC(=O)N(CCC)C2CCS(=O)(=O)C2)nnc1-c1ccccc1OC (stereo unspecified)	0	-1	5	-0.6	5	2	-1	-1.7	5	-1
9	COc1cc(OC)cc(-c2c(-c3cccs3)c3cc(-c4ccc(CN5CCOCC5)cc4)ccc3n2C)c1	-3	-2	-9	2.0	-10	3	-8	-0.2	-13	-8
10	Cc1ccc2[nH]c3c(c2c1)CN(C(=O)CN1c2ccc(F)cc2CCC1C)CC3 (stereo unspecified)	-1	2	2	0.2	-4	-6	1	-0.8	-51	8
11	O=C(c1cc(-c2cccs2)on1)N1CCN(c2ccccc2)CC1	1	-5	-2	-1.1	2	-1	-7	·	-1	4
12	Cc1cc(S(=O)(=O)NCC(C)C)ccc1OCC(=O)NCc1ccco1	-4	-6	0	0.8	2	1	-1	-0.6	-19	-3
13	CCCC(=O)Nc1ccc(NC(=O)c2ccccc2F)cn1	13	-1	-3	-0.6	1	-5	-2	0.2	2	3
14	CC(=O)c1c(COC(=O)c2ccccc2)nc2ccccc2[n+]1[O-]	7	-3	3	-0.6	-5	3	0	0.3	9	-3
15	CCOC(=O)CSc1nnc(CNC(=O)c2ccc(S(=O)(=O)N(C)C)cc2)n1C	-7	-5	-2	1.0	1	1	-1	-3.2	6	25
16	CCN(CC)c1ccc(/C=C2\SC(N)=NC2=O)cc1	-3	·	33*	-4.9	-45	-15	-6	1.4	-13	-2
17	N#CCC(=O)Nc1ccc(C(=O)OCC(=O)C23CC4CC(CC(C4)C2)C3)cc1	-4	-5	-12	-1.3	3	-4	-2	-2.7	-1	5
18	Cc1nn(C)cc1CNC(=O)Nc1ccc(Cl)cc1	-4	1	-2	-1.2	6	-1	2	-1.1	9	-2
19	Cc1ccnc(N/C=C/C(=O)c2ccc(Br)cc2)c1	0	-5	-4	2.6	-9	0	-13	-1.5	-25	9
20	COC(=O)[C@@]1(C)[C@H]2C(=O)N(Cc3ccccc3)C(=O)[C@H]2[C@H]2CN=C(SCc3ccc(Cl)cc3)N21	0	0	-3	1.1	-4	2	-2	-1.2	0	0

Records listed so far marked active in RTF Ca sens act.
no.	molecule	PKA-R2B act	CAL PDZ FP-2	RTF Ca sens act	LANA DNA inh	RTF Ca sens inh	Keap1 Nrf2 FP	DAGLB inh	CAL PDZ FP-1	SR-BI uptake up	Rtt109 Vps75
16	CCN(CC)c1ccc(/C=C2\SC(N)=NC2=O)cc1	-3	·	33*	-4.9	-45	-15	-6	1.4	-13	-2

(cont.)
no.	molecule	PKA-R2B act	CAL PDZ FP-2	RTF Ca sens act	LANA DNA inh	RTF Ca sens inh	Keap1 Nrf2 FP	DAGLB inh	CAL PDZ FP-1	SR-BI uptake up	Rtt109 Vps75
21	O=C(OCn1cncn1)c1ccc(Cl)cc1Cl	-11	·	2	-0.3	-4	1	-5	0.3	19	-8
22	O=C(CSCc1ccco1)c1cccs1	-8	0	4	2.1	-17	-1	-1	-0.4	17	-6
23	CCOC(=O)c1cc(-c2ccco2)nc2c1c(C)nn2CCC#N	-9	-6	-1	0.6	-2	-3	3	0.0	1	-6
24	N#Cc1cn(CC(=O)N2CCCC2)c2ccccc12	-7	-2	-1	-0.9	3	-2	1	0.4	3	2
25	CCOc1ccc(NC(=O)[C@@H]2CCCN2C(=O)c2cccs2)cc1S(=O)(=O)N1CCOCC1	-4	-20	1	1.8	3	-1	-5	-1.9	·	·
26	O=C(COc1coc(CN2CCN(c3ccc(F)cc3)CC2)cc1=O)NCC1CCCO1 (stereo unspecified)	0	·	2	-0.7	-7	-4	0	-0.2	-3	-10
27	O=C(/C(=C/O)N=Nc1ccccc1)c1cccs1	3	-5	-1	-0.3	-5	0	4	-0.7	-7	-1
28	CCOc1cc(N2CCOCC2)c(OCC)cc1NC(=O)COC(=O)CCn1c(C)csc1=O	0	0	-3	2.1	-16	-6	-1	-2.4	-2	1
29	CCOc1ccc(NC(=S)C(C#N)=C2N(C)c3ccccc3N2C)cc1	5	4	1	-0.7	-5	-3	-1	-2.2	20	16
30	COc1ccc(NS(=O)(=O)c2cccc(NC(=O)c3ccccn3)c2)cc1	-1	-2	5	-2.2	-25	0	2	-0.5	·	0
31	CCCCCCNC(=O)c1cc(S(=O)(=O)N2CCc3ccccc32)ccc1F	-6	-5	-8	1.5	5	-4	-6	0.9	13	-2
32	CS(=O)(=O)c1ccc(C(=O)NC2CCCCC2)cc1	-3	-2	-3	-2.6	-7	-2	-2	-0.4	44	1
33	COc1cccc(NC(=O)CSc2ccc3nnc(CCNC(=O)c4ccccc4)n3n2)c1	-18	-3	3	-0.9	-4	0	0	-2.9	0	2
34	O=[N+]([O-])c1cccc(N(CC(O)CN2CCCCC2)S(=O)(=O)c2ccccc2)c1 (stereo unspecified)	-13	8	-7	2.1	9	4	0	-0.8	·	-3
35	COc1cc(/C=N/NC2=NC(C)(C)Cc3ccccc32)cc(OC)c1OC	0	6	0	-1.3	-5	-3	-4	0.0	-4	13
36	Cc1cc(C)c(S(=O)(=O)Nc2ccccn2)c(C)c1	-18	1	-3	0.9	-2	4	-2	0.0	24	2
37	O=c1[nH]cnc2scc(-c3ccc(F)cc3)c12	1	-4	3	1.0	-19	-1	-2	-1.0	7	6
38	CCN1CCN(Cc2nc3c(c(=O)n(C)c(=O)n3C)n2C(C)C(C)=O)CC1 (stereo unspecified)	-1	10	-1	0.2	-3	2	-1	0.5	27	-13
39	COc1ccc(CNC(=S)Nc2ccccc2F)cc1	0	·	1	-0.5	-2	-1	-7	0.0	-9	-2
40	CCc1ccccc1NC(=O)CCC(=O)OCC(=O)c1ccc(-c2ccccc2)cc1	-11	11	2	2.0	-3	-5	-3	0.0	-7	-2
41	Clc1ccc(OCc2nn3c(-c4ccco4)nnc3s2)cc1	-7	·	3	0.8	4	-6	-1	-2.9	41	-3
42	Nc1nc(-c2ccco2)nn1S(=O)(=O)c1ccc(Cl)cc1	-9	2	-2	1.3	-3	2	1	-0.9	14	-14
43	Cc1cc(Br)c(OCc2ccc(C(=O)N/N=C3\CC4CC=CC34)cc2)c(Br)c1 (stereo unspecified)	2	2	-5	2.5	-5	-6	-8	-0.2	-84	-3
44	Oc1ccc2ccc3[nH]cnc3c2c1	5	-2	-3	0.1	-10	-2	-1	-0.5	-10	4
45	Cc1cccc(CCNC(=O)C2CCC(=O)N(Cc3ccccc3F)C2)n1 (stereo unspecified)	3	-2	-3	2.0	-4	0	1	-3.4	11	-7
46	O=C(O)CCc1ccc(-c2ccc(Br)cc2)n1-c1cccc(O)c1	-1	-1	1	-1.3	-4	-5	4	-2.8	11	6

Molecules shown so far that contain fluorine:
no.	molecule	PKA-R2B act	CAL PDZ FP-2	RTF Ca sens act	LANA DNA inh	RTF Ca sens inh	Keap1 Nrf2 FP	DAGLB inh	CAL PDZ FP-1	SR-BI uptake up	Rtt109 Vps75
10	Cc1ccc2[nH]c3c(c2c1)CN(C(=O)CN1c2ccc(F)cc2CCC1C)CC3 (stereo unspecified)	-1	2	2	0.2	-4	-6	1	-0.8	-51	8
13	CCCC(=O)Nc1ccc(NC(=O)c2ccccc2F)cn1	13	-1	-3	-0.6	1	-5	-2	0.2	2	3
26	O=C(COc1coc(CN2CCN(c3ccc(F)cc3)CC2)cc1=O)NCC1CCCO1 (stereo unspecified)	0	·	2	-0.7	-7	-4	0	-0.2	-3	-10
31	CCCCCCNC(=O)c1cc(S(=O)(=O)N2CCc3ccccc32)ccc1F	-6	-5	-8	1.5	5	-4	-6	0.9	13	-2
37	O=c1[nH]cnc2scc(-c3ccc(F)cc3)c12	1	-4	3	1.0	-19	-1	-2	-1.0	7	6
39	COc1ccc(CNC(=S)Nc2ccccc2F)cc1	0	·	1	-0.5	-2	-1	-7	0.0	-9	-2
45	Cc1cccc(CCNC(=O)C2CCC(=O)N(Cc3ccccc3F)C2)n1 (stereo unspecified)	3	-2	-3	2.0	-4	0	1	-3.4	11	-7
